TEAD-YAP block: TEAD-YAP interaction inhibition; 640,000 tested, 1.4% active; AID 1259422; HEK-TIYL cells, TEAD-Gal4/YAP UAS-luciferase luminescence; inhibition, % at 9.12 µM; in the data active = inhibition above about 32%;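 also: 0% = median of test compound wells and 100% = reference inhibitor wells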
MITF inh: inhibitors of human MITF; 650,000 tested, 0.91% active; O75030; AlphaScreen MITF homodimerization, bead proximity signal; inhibition, % at 2.6 µM; in the data active = inhibition above about 50%;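 also: 0% = vehicle wells with protein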
Target sequence (O75030 whole entry, looked up): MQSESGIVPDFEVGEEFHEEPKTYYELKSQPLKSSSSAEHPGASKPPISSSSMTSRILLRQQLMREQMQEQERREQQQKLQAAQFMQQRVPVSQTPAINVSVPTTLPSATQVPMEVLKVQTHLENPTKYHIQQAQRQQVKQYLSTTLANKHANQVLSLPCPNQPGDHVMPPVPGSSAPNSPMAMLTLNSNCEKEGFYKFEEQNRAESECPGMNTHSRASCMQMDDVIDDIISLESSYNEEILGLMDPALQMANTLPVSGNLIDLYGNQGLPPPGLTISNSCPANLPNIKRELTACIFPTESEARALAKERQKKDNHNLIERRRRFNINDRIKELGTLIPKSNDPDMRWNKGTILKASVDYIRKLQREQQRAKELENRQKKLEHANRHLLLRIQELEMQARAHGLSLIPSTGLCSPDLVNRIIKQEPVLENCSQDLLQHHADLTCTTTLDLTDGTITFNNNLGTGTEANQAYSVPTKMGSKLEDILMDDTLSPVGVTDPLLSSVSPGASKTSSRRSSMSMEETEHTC
FBW7 act: activators of human E3 ligase FBW7; Q969H0; AlphaScreen FBW7–phospho-cyclin E peptide binding, activator screen; normalized activity (activation), % at 26.1 µM; 650,000 tested, 0.13% active; AID 1259310; in the data active = normalized activity above about 1.9%;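 also: purified mutant Fbw7 with reduced substrate affinity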
GPR151 activ: activates the human receptor GPR151 | PathHunter beta-arrestin GPR151 cells, luminescence | activation, % at 11.2 µM | 650,000 tested, 1% active | AID 1508602; in the data active = activation above about 4.9%;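 also: 0% = median of compound wells and 100% = cells with positive control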
Target sequence (Q8TDV0 whole entry, looked up): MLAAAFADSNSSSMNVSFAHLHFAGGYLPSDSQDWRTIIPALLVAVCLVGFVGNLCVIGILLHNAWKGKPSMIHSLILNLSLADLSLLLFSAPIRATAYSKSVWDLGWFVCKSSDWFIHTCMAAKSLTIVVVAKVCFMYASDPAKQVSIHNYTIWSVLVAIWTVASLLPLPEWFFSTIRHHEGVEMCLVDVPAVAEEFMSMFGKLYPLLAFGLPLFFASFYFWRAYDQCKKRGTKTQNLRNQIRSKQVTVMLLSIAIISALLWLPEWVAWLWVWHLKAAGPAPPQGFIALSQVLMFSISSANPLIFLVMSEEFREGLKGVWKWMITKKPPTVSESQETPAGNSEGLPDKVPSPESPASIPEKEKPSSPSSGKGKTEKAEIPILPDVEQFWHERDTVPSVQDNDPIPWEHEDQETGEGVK
* hit, by the source's call; & = joins results of further samples. The order is random. About 3.5% of those tested had a hit in this group.

SMILES	TEAD-YAP block	MITF inh	FBW7 act	GPR151 activ
COc1cccc(/C=N/NC(=O)c2nonc2N)c1	-11	-10	-0.1	-2.2
Cc1nc2c(C(=O)O)c[nH]n2c(=O)c1Cc1ccc(Cl)cc1	7	-8	0.1	0.0
CC1(C)CN=C(N2CCN(c3ncnc4sc5c(c34)CCCC5)CC2)S1	-10	-8	0.0	1.0
COc1ccc(N2CCN(CC(=O)c3ccc4cc[nH]c4c3)CC2)cc1	-2	10	0.7	-0.1
COc1cc(OC)c(NC(=O)CNC(=O)Cn2cnc3sc4c(c3c2=O)CCCC4)cc1Cl	10	1	-0.2	0.1
Cc1ccc(N2C(=O)N(CC(=O)N(C)C3CCCCC3)C(=O)C2C)cc1 (centres undefined)	1	12	0.2	-1.8
CC(=O)O[C@@H]1CC[C@@]2(C)[C@H](C1)[C@H](OC(C)=O)C[C@@H]1[C@@H]2C[C@H]2[C@@H]3CN4C[C@H](C)CC[C@H]4[C@H](C)[C@H]3CC[C@@]12O	-8	-13	0.0	-1.4
COc1ccc2c(c1)CC(C(=O)Nc1ccc(-c3cn[nH]c3)cc1OC1CCN(C)C1)CO2 (centres undefined)	7	6	-0.4	3.7
CCC(=O)N1N=C(c2c(-c3ccccc3)c3cc(Br)ccc3[nH]c2=O)CC1c1cccc([N+](=O)[O-])c1 (centres undefined)	-3	5	-0.1	-0.3
CCCC1=NN(c2ccc(C(=O)OCC)cc2)C(=O)C1	7	-14	0.0	1.3
CCOC(=O)CCN1N=C2CC(C)(C)OCC2C1c1ccc(OC)cc1 (centres undefined)	8	15	0.3	-0.9
CN(C)C1=C(C(=O)c2ccccc2)N(CC(=O)c2ccccc2)S(=O)(=O)c2ccccc21	2	-5	0.1	0.0
COc1cc(C(=O)N/C(=C/c2ccc(Br)cc2)C(=O)NC(CCC(=O)O)C(=O)O)cc(OC)c1OC (centres undefined)	-3	2	0.1	0.3
Cc1cc(N2CCN(Cc3ccc(Cl)cc3)CC2)n2c(nc3ccccc32)c1C#N	3	8	0.1	0.9
Cn1c(C/C(N)=N/O)nc2ccccc21	-5	-4	-0.3	-0.6
O=C(c1ccccc1Br)N1CCc2c([nH]c3ccccc23)C1	10	4	-0.1	0.4
COCCCN1C(=O)CC2(CCCC2)CC1=O	8	-8	0.0	-0.5
CCOC(=O)C1(C#N)C(N)=C(C#N)C(c2ccccc2)=CC1c1ccccc1 (centres undefined)	11	-4	-0.2	-0.3
Cc1csc(SCC(=O)Nc2ccc3[nH]c(=O)[nH]c3c2)n1	9	-16	0.0	-0.9
COc1ccc(/C=C2/C(=O)NC(=O)N(Cc3ccco3)C2=O)cc1OC	4	33	-0.8	0.8

Looked up one by one from the list above:
SMILES	TEAD-YAP block	MITF inh	FBW7 act	GPR151 activ
CCOC(=O)CCN1N=C2CC(C)(C)OCC2C1c1ccc(OC)cc1 (centres undefined)	8	15	0.3	-0.9
COc1ccc(/C=C2/C(=O)NC(=O)N(Cc3ccco3)C2=O)cc1OC	4	33	-0.8	0.8

Already shown: an excerpt of the list.
SMILES	TEAD-YAP block	MITF inh	FBW7 act	GPR151 activ
O=C(c1ccccc1Br)N1CCc2c([nH]c3ccccc23)C1	10	4	-0.1	0.4
COCCCN1C(=O)CC2(CCCC2)CC1=O	8	-8	0.0	-0.5
CCOC(=O)C1(C#N)C(N)=C(C#N)C(c2ccccc2)=CC1c1ccccc1 (centres undefined)	11	-4	-0.2	-0.3
Cc1csc(SCC(=O)Nc2ccc3[nH]c(=O)[nH]c3c2)n1	9	-16	0.0	-0.9
COc1ccc(/C=C2/C(=O)NC(=O)N(Cc3ccco3)C2=O)cc1OC	4	33	-0.8	0.8

(further entries)
SMILES	TEAD-YAP block	MITF inh	FBW7 act	GPR151 activ
CC(=O)c1ccc(NC(=O)CN2CCC(n3cnc4cccnc43)CC2)cc1	6	3	-0.2	0.7
O=c1c2sccc2nc(SCc2cccc([N+](=O)[O-])c2)n1Cc1ccc2c(c1)OCO2	-1	0	0.0	0.4
Cc1ccsc1C(=O)OCC(=O)Nc1sc2c(c1C(N)=O)CCC2	-45	-4	-0.1	-1.1
Cc1cc(C)n(CC(O)Cn2c(-c3ccccc3)c(-c3ccccc3)c3ccc4ccccc4c32)n1 (centres undefined)	2	14	0.5	-1.0
COC(=O)CCCCCNC(=O)C1OC2OC(C)(C)OC2C2OC(C)(C)OC12 (centres undefined)	-6	-13	-0.2	-0.5
COc1ccccc1Nc1nc(-c2cc3cc(Br)ccc3oc2=O)cs1	-2	1	0.1	-0.6
CN=C1S/C(=C\c2ccc(I)o2)C(=O)N1C	-4	-2	-0.1	1.3
COc1ccccc1CNC(=O)CN(c1cccc([N+](=O)[O-])c1)S(=O)(=O)c1ccccc1	2	-13	-0.1	0.8
CC(=O)N[C@@H](CC(=O)O)C(=O)N[C@@H](CCC(=O)O)C(=O)O	-5	6&-1	0.0&0.1	-0.6&-0.2
COc1ccc(Nc2c(-c3ccc(Cl)cc3)c(=O)c2=O)c(OC)c1	5	9	0.0	1.8

Among those listed so far, 4 contain a thiophene ring, fused or not:
SMILES	TEAD-YAP block	MITF inh	FBW7 act	GPR151 activ
CC1(C)CN=C(N2CCN(c3ncnc4sc5c(c34)CCCC5)CC2)S1	-10	-8	0.0	1.0
COc1cc(OC)c(NC(=O)CNC(=O)Cn2cnc3sc4c(c3c2=O)CCCC4)cc1Cl	10	1	-0.2	0.1
O=c1c2sccc2nc(SCc2cccc([N+](=O)[O-])c2)n1Cc1ccc2c(c1)OCO2	-1	0	0.0	0.4
Cc1ccsc1C(=O)OCC(=O)Nc1sc2c(c1C(N)=O)CCC2	-45	-4	-0.1	-1.1

Carrying on.
SMILES	TEAD-YAP block	MITF inh	FBW7 act	GPR151 activ
O=C(NCc1ccccc1)c1ccc2c(=O)n(CCc3ccccc3)c(=S)[nH]c2c1	3	-8	-0.1	1.8
CC(=O)Nc1nnc(-c2ccccc2)s1	-50	13	0.1	-5.0
CCOC(=O)C1CCCN(C(=O)c2sc3ncn(C)c(=O)c3c2C)C1 (centres undefined)	2	15	0.1	-0.6
CCOC(=O)C1CCN(C(=S)Nc2ccc3nc(N4CCOCC4)cc(C)c3c2)CC1	-4	-7	-0.1	0.0
FC(F)Oc1ccc(NC(=S)N2CCCCCC2)cc1	-14	0	0.5	0.3
COc1cccc(CNCc2cc(NS(C)(=O)=O)cc(C(=O)N3CCCCC3)c2)c1	-2	-7	0.0	-0.1
CN1C(=O)CC(Nc2ccc(N3CCOCC3)cc2)C1=O (centres undefined)	-2	10	-0.4	0.3
CC(=O)N(CN1C(=O)c2ccc([N+](=O)[O-])cc2C1=O)c1ccc(Cl)cc1	6	4	-0.1	-0.7
O=C(CCc1nnc(Cc2ccc3c(c2)OCO3)o1)NC1CCc2ccccc21 (centres undefined)	15	20	0.1	0.5
CC1=C(C(=O)OCCOc2ccccc2)C(c2ccccc2OCc2ccccc2)C2=C(CC(C)(C)CC2=O)N1 (centres undefined)	0	-4	0.0	-1.7
CC(C)NS(=O)(=O)c1cccc2nonc12	6	-6	-0.1	-1.1
Fc1cccc(Nc2ncnc3[nH]ncc23)c1	-5	3	0.1	1.9
C=CCc1c(C)nc(-c2ccccc2)[nH]c1=O	1	5	-0.1	1.5
Cc1ccccc1-n1c(SCC(=O)c2c[nH]c3ccccc23)nnc1-c1cccnc1	49*	-10	0.0	0.4
Cc1cccc(NC(=O)C2C3C=CC4(O3)C2C(=O)N(Cc2ccccc2)C4C(=O)NC2CCCCC2C)c1 (centres undefined)	-4	7	0.1	-1.1
O=c1c2c(nc3n1CCCS3)-c1ccccc1CC21CCCCC1	1	-2	0.1	-0.4
c1cc(-c2noc(CCC3CCCC3)n2)ccn1	-11	-16	-0.2	-1.3
CN(Cc1ccccc1)C(=O)c1ccc(N2CC3CC(C2)c2cccc(=O)n2C3)c(NC(=O)c2ccc(C(C)(C)C)cc2)c1 (centres undefined)	-4	-4	0.1	0.0
Cc1c(CNCc2ccc(OC(C)C)cc2)c(C(=O)O)c(C)n1Cc1ccccc1F	2	-6	0.2	0.4
c1ccc(Nc2ccnc(Nc3cnccn3)n2)cc1	-16	1	0.1	0.2
CCN(CC)C(=O)C(Cc1ccccc1)N1C(=O)c2ccccc2C1=O (centres undefined)	3	-4	-0.1	2.3
CCC(=O)N=c1sc2cc(S(C)(=O)=O)ccc2n1C	-8	4	0.0	-1.6
O=C1c2ccc([N+](=O)[O-])cc2C(=O)N1Cc1nc2ccccc2c(=O)o1	2	13	-0.2	0.8
CCOc1ccc(NS(=O)(=O)Cc2ccccc2)cc1	-17	-12	0.7	-0.6
Cc1ccc2c(CN3C(=O)NC(C)(c4cccc(Br)c4)C3=O)cc(=O)oc2c1 (centres undefined)	6	-5	0.1	0.2
O=C(O)c1ccc2[nH]c3ccccc3c2c1	1	-3	-0.2	-1.2
O=C(O)CCC(=O)N1c2ccccc2NC2=C(C(=O)CC(c3ccccc3)C2)C1c1cccnc1 (centres undefined)	5	0	-0.1	3.2
CC1CCCC(C)N1Cc1c(O)ccc2c3c(c(=O)oc12)CCC3 (centres undefined)	1	17	1.3	0.2
CC(=O)Nc1cc(-c2nn(C)c(=O)c3ccccc23)ccc1N1CCOCC1	-1	-4	0.0	-1.0
CN(C)CCOC(=O)c1ccco1	9	-1	0.2	-0.4
COc1ccc(-c2cnnc(NCCCc3ccccc3)n2)cc1	9	-3	-0.2	1.0
COc1ccc(C(=O)c2ccc(-c3ccc(OC)cc3)nc2)cc1	1	1	0.1	3.2
COc1ccc(Nc2nnc(SCC(=O)Nc3cccc(C#N)c3)s2)cc1	-7	-9	0.0	0.9
CCN(CC)CCNC(=O)c1ccc2c(=O)n(CCC3=CCCCC3)c(=S)[nH]c2c1	-11	6	-0.3	-1.4
Cc1cccc(N2CCN(C(=O)CCN3C(=O)C4CC=CCC4C3=O)CC2)c1C (centres undefined)	1	-14	-0.2	0.9
Cc1ccc(-c2n[nH]c(=O)c3ccccc23)cc1S(=O)(=O)N1CCN(CCO)CC1	8	24	0.9	-0.3
Cc1ccc(NC(=O)COc2ccc(Cl)cc2Cl)cc1-c1nc2ncccc2o1	-8	0	-0.4	-1.0
C/C(CC(=O)NCC(C)C)=N\NC(=O)c1cccc(C)c1O	-21	-9	0.1	1.4
COC(=O)c1sccc1NC(=O)c1ccco1	8	2	-0.2	-0.4
Cc1noc(CNC(=O)C2CCN(C(=O)COc3ccccc3C)CC2)n1	-6	6	0.0	-2.1
O=C(CCc1n[nH]c(=O)[nH]c1=O)N/N=C/C1CC=CCC1 (centres undefined)	6	4	0.2	0.6
CSCCNC(=O)C1CC(Cc2ccc(F)cc2)=NO1 (centres undefined)	-13	11	-0.2	1.3
COCCn1c(=O)n(CC(=O)Nc2ccc(OC)c(Cl)c2)c2cccnc21	20	-4	0.0	-0.4
COc1cc(CN2CCN(c3ccc(C(C)=O)cc3)CC2)c([N+](=O)[O-])cc1OC	-8	2	-0.1	0.1
COc1ccccc1CNCC(=O)N1CCC(Cc2ccccc2)CC1	1	-1	-0.1	-0.4
COCCNC(=O)c1ccc2c(c1)nc(C)n2-c1ccc(OC)cc1	-4	-10	-0.1	-0.9
Cc1cc(NCc2cccc(Cl)c2)n2ncnc2n1	16	11	0.3	-0.1
CN(Cc1ccsc1)C(=O)Cn1nnnc1CN1CCCCCC1	-4	7	-0.1	0.5
O=C1c2ccc([N+](=O)[O-])cc2C(=O)N1CNc1ccc(F)cc1	15	7	0.1	-1.1
COc1ccc(C)cc1NC(=O)c1cc(S(=O)(=O)N2CCc3ccccc3C2)ccc1F	4	7	-0.1	1.9
Cc1cc(OCc2ccc(C(=O)NN)cc2)ccc1Cl	-8	14	0.4	-0.5

Among those listed so far, these have an aryl thioether with sulfur outside any ring.
SMILES	TEAD-YAP block	MITF inh	FBW7 act	GPR151 activ
Cc1csc(SCC(=O)Nc2ccc3[nH]c(=O)[nH]c3c2)n1	9	-16	0.0	-0.9
O=c1c2sccc2nc(SCc2cccc([N+](=O)[O-])c2)n1Cc1ccc2c(c1)OCO2	-1	0	0.0	0.4
Cc1ccccc1-n1c(SCC(=O)c2c[nH]c3ccccc23)nnc1-c1cccnc1	49*	-10	0.0	0.4
COc1ccc(Nc2nnc(SCC(=O)Nc3cccc(C#N)c3)s2)cc1	-7	-9	0.0	0.9
